HIF activator: HIF pathway transcriptional activators, primary screen, cell-based, U2OS HRE-luciferase, luminescence; U2OS HRE-luciferase reporter; normalized: DMSO 0%, desferrioxamine 100%; activation, % at 7.5 µM (by protocol); 300,000 tested, 0.32% active;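 active = mean activation of at least 10% of the iron chelator positive control signal, with at least half of replicates also reaching 10%; inconclusive = mean and replicate majority disagree about reaching 10%; inactive = mean and most replicates under 10%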
aSyn UTR inh: MLPCN primary screen, SNCA 5' untranslated region; alpha-synuclein 5'UTR reporter, inhibitor activity; inhibition, % (tested at 7.5 µM); 300,000 tested, 0.82% active; AID 1813, 2009; in the data active = inhibition above about 60%; inconclusive = no clear call, values can overlap the other calls;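 also: H4 neuroglioblastoma cells stably carrying SNCA 5'UTR luciferase fusion; 0% = DMSO wells and 100% = positive control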
HSP90 refold inh: HSP90 inhibitors, primary screen, cell lysate, luminescence; inhibition, % at 5.6 µM; 290,000 tested, 0.91% active; AID 1789, 2009; Rabbit reticulocyte lysate, luciferase refolding luminescence, 3 h;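 active = inhibition above the screen-wide mean plus 3 SD, computed separately per campaign, cut at about 16% in these data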;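 also: 0% = DMSO wells and 100% = 60 µM geldanamycin wells; inhibitors lower the luminescence because luciferase stays unfolded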
GSK3 alpha inh: blockers of GSK3A enzyme activity – biochemical, luminescence, cell-free homogeneous, HTS, primary screen; Glycogen synthase kinase-3 alpha (Homo sapiens), P49840; GSK-3 alpha kinase, ADP-Glo luminescence, 60 min; inhibition, % at 10 µM; 320,000 tested, 0.1% active;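 in the data active = inhibition above about 50%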;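 also: GST-tagged GSK-3 alpha with peptide substrate and 25 µM ATP; 0% = DMSO neutral wells and 100% = GW8510 positive control wells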
Target sequence (P49840 whole entry, looked up): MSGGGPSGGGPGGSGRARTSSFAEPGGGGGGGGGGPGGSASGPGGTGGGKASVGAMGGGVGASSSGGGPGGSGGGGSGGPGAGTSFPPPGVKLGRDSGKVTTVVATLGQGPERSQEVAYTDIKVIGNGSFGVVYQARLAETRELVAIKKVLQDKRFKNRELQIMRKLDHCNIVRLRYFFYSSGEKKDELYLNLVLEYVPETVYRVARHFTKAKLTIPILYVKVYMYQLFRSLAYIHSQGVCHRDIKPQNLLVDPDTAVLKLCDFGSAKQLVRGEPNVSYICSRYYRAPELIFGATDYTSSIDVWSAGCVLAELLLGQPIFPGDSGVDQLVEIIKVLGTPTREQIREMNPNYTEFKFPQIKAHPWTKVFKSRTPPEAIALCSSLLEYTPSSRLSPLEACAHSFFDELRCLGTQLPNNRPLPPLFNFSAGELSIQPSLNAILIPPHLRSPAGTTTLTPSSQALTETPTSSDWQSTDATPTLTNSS
KLF5 inh: KLF5 expression inhibitors, primary screen, DLD-1 cells, luminescence; DLD-1 KLF5 promoter-luciferase reporter; inhibition, % at 5 µM; 290,000 tested, 0.23% active; AID 1700, 2009;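 active = inhibition above a per-plate limit of that plate's mean compound inhibition plus 3 SD, cut at about 60% in these data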;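 also: 0% = DMSO wells and 100% = LY294002 at 200 µM; higher means less KLF5 promoter-driven luciferase light; inactives centre near -14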
IEC-6 tox: cytotoxicity in IEC-6 intestinal epithelial cells, primary screen, cytotoxicity control for KLF5 inhibitor project, cell-based, luminescence; IEC-6 cytotoxicity, luminescence viability; inhibition, % at 5 µM; 290,000 tested, 0.78% active; AID 1825, 2009; in the data active = inhibition above about 22%;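 also: 0% = plate median of test compound wells and 100% = cytotoxic reference compound wells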
HSF1 activator: HSF-1 activators, primary screen, NIH3T3-HGL cells, MG132 stress, luminescence, single point | activation, % at 9 µM | NIH3T3-HGL HSF-1 luciferase reporter, 8 h; 100% = twice DMSO control signal | 300,000 tested, 1.7% active;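 active = mean replicate activation of at least 50% with a set share of replicates each reaching 50%; inconclusive = only one of those two conditions met; inactive = mean below 50% and too few replicates reaching it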;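 also: 0% = median of the neutral control wells and 100% = twice that signal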
GSK3beta inhib: human GSK3beta kinase inhibitors, primary screen, biochemical, cell-free homogeneous, HTS; Glycogen synthase kinase-3 beta (Homo sapiens), P49841; AID 2097, 2009; GST-GSK3beta kinase, ADP-Glo luminescence, 60 min; active compounds read low; 300,000 tested, 0.038% active; activity score (negative = inhibition), % at 10 µM;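 active = more than half of replicate wells score below -50%, meaning over 50% inhibition versus plate controls; inconclusive = some replicates but at most half score below -50%; inactive = no replicate scores below -50%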;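 also: 0% = median DMSO wells and -100% = median GW8510 positive control wells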
Target sequence (P49841 whole entry, looked up): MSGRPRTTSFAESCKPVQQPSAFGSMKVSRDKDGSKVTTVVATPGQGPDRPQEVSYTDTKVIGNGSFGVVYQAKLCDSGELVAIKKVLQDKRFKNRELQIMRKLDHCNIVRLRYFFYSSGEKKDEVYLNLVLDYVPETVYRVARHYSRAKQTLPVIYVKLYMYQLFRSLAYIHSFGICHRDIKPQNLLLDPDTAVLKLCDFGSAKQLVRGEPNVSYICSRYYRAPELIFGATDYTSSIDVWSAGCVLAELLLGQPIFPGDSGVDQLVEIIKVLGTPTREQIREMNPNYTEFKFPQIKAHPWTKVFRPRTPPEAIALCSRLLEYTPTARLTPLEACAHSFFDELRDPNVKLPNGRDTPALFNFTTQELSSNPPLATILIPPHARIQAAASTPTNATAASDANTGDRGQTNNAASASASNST
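Test system: GST-tagged human GSK3beta kinase, cell-free; evaluation: activity score scaled between in-plate DMSO and GW8510 controls; measured by: ADP-Glo luminescence; incubation: 60 min reaction, RT; benchmarks: DMSO and 20 µM GW8510; reagent: peptide substrate plus 25 µM ATP (final); medium: Tris/MgCl2 kinase buffer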
AI-2 QS modul: Vibrio harveyi AI-2 quorum sensing modulators, primary screen, JMH597 strain, luminescence/OD600 ratio; Vibrio harveyi JMH597 AI-2 luminescence/OD600 ratio, 9 h; active compounds read low; strain lacks LuxN and CqsS sensors; 0 = neutral-control median; activity change, % at 7.5 µM; 300,000 tested, 0.4% active; in the data active = activity change below about -75%, passing the limit was not always enough; inconclusive = no clear call, values can overlap the other calls;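 also: luminescence divided by OD600 gain over 9 h not by final OD600 alone; inactives centre near 13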
HSF1 inh: HSF1 inhibitors in luciferase reporter cells, primary screen, cell-based, NIH3T3, luminescence. NIH3T3-HGL HSE-luciferase, MG132-induced, luminescence 8 h; active compounds read low. activity change, negative = inhibition, % at 7.5 µM (by protocol). 300,000 tested, 0.77% active;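 active = more than half of replicate wells show activity change below -50%, luminescence cut by over half; inconclusive = some wells, but at most half, below -50%; inactive = no replicate well below -50%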;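 also: luciferase reports HSF-1 transcriptional activity via heat shock element; 0% = median of DMSO wells and -100% = zero luminescence signal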
* hit, by the source's call; u = inconclusive; x = not tested or not shown.

nr	SMILES	HIF activator	aSyn UTR inh	HSP90 refold inh	GSK3 alpha inh	KLF5 inh	IEC-6 tox	HSF1 activator	GSK3beta inhib	AI-2 QS modul	HSF1 inh
1	Cc1cccc(N2CCc3c2nc2ccc(Br)cc2c3N)c1	0.2	-61	-2	6	-17	4	37	4	-1	16
2	O=C(c1ccncc1)N1CCN(S(=O)(=O)c2cccc([N+](=O)[O-])c2)CC1	-0.4	-4	x	0	x	x	5	2	11	0
3	O=[N+]([O-])c1ccc2c(c1)C(O)n1nc(-c3ccccc3)nc1S2 (stereo unspecified)	0.4	-63	3	-2	-6	-4	-8	3	18	-2
4	NS(=O)(=O)c1ccc(CCNC(=O)C(=O)NCC2OCCN2S(=O)(=O)c2ccc(Cl)cc2)cc1 (stereo unspecified)	0.6	1	3	0	-9	2	1	0	17	1
5	CCOC(=O)c1sc(C)c2c1NC1(CCCCC1)NC2=O	0.0	36	1	2	12	2	41	1	22	10
6	CCOC(=O)C1(CCOc2ccccc2)CCN(Cc2ccc(NC(C)=O)cc2)CC1	0.6	-4	-7	0	-26	4	-30	2	13	-18
7	COc1ccc(CCNc2cc(C)nc3c(-c4ccccc4)c(C)nn23)cc1OC	-1.3	12	-6	0	-16	0	13	3	5	2
8	O=C(NC1CCN(Cc2ccccc2)CC1)c1cc(Br)c(Br)[nH]1	-0.7	34	-3	x	-18	-4	18	2	16	16
9	COc1ccc(-n2c(SCC#N)nnc2-c2cccnc2)cc1	0.8	-6	6	-1	-30	1	9	-3	-55	2
10	Cc1ccc2nc(NC(=O)c3ccccc3F)sc2c1	-2.7	-7	8	-2	-56	1	15	-2	13	2
11	Cc1cc([N+](=O)[O-])nn1CC(=O)NCc1nc2ccccc2[nH]1	-0.6	-6	1	-4	-26	2	-24	x	x	u
12	COC(=O)Nc1nc2ccc(C(=O)c3cccs3)cc2[nH]1	2.2	53	x	-2	x	x	-34	-3	21	-28
13	COc1ccc(OCc2nnc3n2N=C(c2ccc(C)cc2)CS3)cc1	-0.3	-11	1	x	-12	0	-1	-1	1	-1
14	Cc1cc(OCC(=O)NCC2CCC(C(=O)O)CC2)c2c(C)cc(=O)oc2c1 (stereo unspecified)	-0.1	15	-6	-1	-16	1	2	0	32	1
15	Cc1ccc(C(O)(CNCc2ccccc2)c2ccccc2)cc1 (stereo unspecified)	1.4	-9	4	1	-6	-1	-4	0	17	12
16	COc1ccc(NC(=O)Nc2ccon2)c(OC)c1	0.3	-14	-1	1	-21	1	22	0	-5	-2
17	O=C(NC1CCCCC1)c1ccc(N2CCCC2=O)cc1	1.7	-57	-1	-2	-66	0	12	-4	8	13
18	COc1ccc(Nc2nc(N3CCCCC3)c3ccccc3n2)cc1	-21	-13	-1	-2	-5	5	-23	-6	8	-7
19	CCOc1ccccc1NC(=O)CN(c1ccc(OC)cc1)S(=O)(=O)c1c(C)noc1C	0.6	59	1	-2	-6	2	14	-4	16	-6
20	NC(=O)C1CCN(CC(=O)Nc2ccc(S(=O)(=O)N3CCOCC3)cc2)CC1	-0.2	6	-4	-1	-29	1	32	-1	8	-7
21	Cc1ccccc1N1CCN(CCCN2C(=O)CC(=C(c3ccccc3)c3ccccc3)C2=O)CC1	-0.2	17	3	1	-4	8	-5	-6	40	-5
22	C=CCc1ccc(OCCN2CCc3ccccc3C2)c(OC)c1	0.2	-6	-5	-1	-4	-3	14	0	23	-2
23	COc1ccc(S(=O)(=O)Nc2c(C)n(C)n(-c3ccccc3)c2=O)cc1	-0.3	23	-2	0	14	-5	-13	0	26	-9
24	COc1ccc(-c2cn(Cc3ccc(C(=O)NCc4ccc(C)cc4)cc3)c(C(C)N)n2)cc1 (stereo unspecified)	2.9	-19	x	-2	x	x	16	-3	5	22
25	CC(C)(C)NC(=O)C(c1ccccc1)N(C(=O)C1CSC(=O)C1)c1ccccc1 (stereo unspecified)	-0.1	11	0	-4	-26	-6	6	-2	13	8
26	COc1ccc(/C=N/OCC(=O)Nc2nc3ccccc3s2)cc1OC	x	0	9	0	-23	-5	x	-3	11	x
27	CC(C)OC(=O)C(CC(=O)O)NCc1ccccc1 (stereo unspecified)	0.2	10	1	-3	-11	-4	1	4	18	-8
28	CCOC(=O)c1ccc(NC(=S)N2CCN(c3ccccn3)CC2)cc1	0.3	0	2	-1	-48	-6	-1	0	9	-5
29	Cc1cccn2cc(CCNS(=O)(=O)c3ccc([N+](=O)[O-])cc3)nc12	-0.2	21	8	0	-16	-1	-4	1	17	-2
30	O=C1CC(=O)N(Cc2cccs2)C(=O)N1	-0.4	-4	3	-1	6	-1	-14	1	0	-7
31	COc1ccccc1Oc1ccc(N/C=C/C(=O)c2ccco2)cc1	2.0	-199	-1	0	-30	-5	-28	-1	21	-24
32	CCN(CC(=O)Nc1ccccc1OC)CC(=O)Nc1ccccc1C(F)(F)F	-0.4	-13	3	-2	26	6	-4	-1	21	-1
33	O=C(NCc1cccs1)C(=O)NCC1OCCCN1S(=O)(=O)c1cc(F)ccc1F (stereo unspecified)	-0.4	0	2	4	-41	-4	6	3	21	1
34	CN(C)c1cc(N/N=C/c2ccccc2C(F)(F)F)nc(N(C)C)n1	0.1	15	13	-1	-49	6	-5	-3	-1	3
35	Clc1ccc2oc(-c3cccnc3NCc3ccccc3)nc2c1	-0.3	-6	-3	-2	25	-1	u	-1	28	7
36	CCn1c(=O)c2cc(S(=O)(=O)NC3CCCCC3)ccc2n(CC)c1=O	-0.1	29	-2	-2	-22	5	-2	3	21	-1
37	CCN(CC)S(=O)(=O)c1ccc2[nH]cc(C(=O)NCCN3CCCCCC3)c(=O)c2c1	0.2	17	1	-1	-38	-12	-4	-2	23	0
38	O=C(NC(N1CCOCC1)C(Cl)(Cl)Cl)c1cc([N+](=O)[O-])cc([N+](=O)[O-])c1 (stereo unspecified)	-1.2	-14	2	0	-22	-4	5	0	17	5
39	CC(C)C(CCNC(=O)CC(Cc1ccccc1)c1ccco1)c1ccco1 (stereo unspecified)	-0.2	-11	3	1	-17	3	12	0	21	8
40	OCCC1CN(Cc2cccn2-c2cccnc2)CCN1C1CCCC1 (stereo unspecified)	-0.4	-2	-1	1	-7	5	2	-1	-7	1
41	N#Cc1cc2c(nc1SC1CC(=O)N(c3ccccc3)C1=O)CCC2 (stereo unspecified)	x	x	3	-1	50	0	x	x	x	x
42	COc1ccc2nc(NC(=O)c3ccc(F)cc3)sc2c1	5.6	-156	-2	-3	-145	-12	36	-1	10	20
43	O=C(N/N=C/c1ccc2c(c1)OCO2)c1ccc(NC(=O)c2ccc(F)cc2)cc1	0.2	-18	-1	2	18	4	13	-1	15	0
44	CCOC(=O)N1CCC(NC(=O)C2CCCN(S(=O)(=O)c3cccnc3)C2)CC1 (stereo unspecified)	0.1	18	-8	-5	-7	-6	-12	-5	16	-7
45	O=C(NCC(O)c1ccc([N+](=O)[O-])cc1)C(c1ccccc1)c1ccccc1 (stereo unspecified)	-2.1	12	0	-2	-22	-4	11	x	x	6
46	COc1ccc2[nH]c(C(=O)Nc3ncc(C)cc3Br)cc2c1	1.0	-34	1	-1	-19	3	-3	-1	9	-5
47	COc1ccc(C(=O)N2CCN(c3ncccn3)CC2)cc1	0.2	3	0	-3	-21	-4	2	-1	2	0
48	CN1CCN(c2nc3c(c(=O)[nH]c(=O)n3C)n2Cc2ccc([N+](=O)[O-])cc2)CC1	0.1	11	-2	3	-11	4	16	-1	4	-4
49	O=C(O)c1[nH]c2ccccc2c1NS(=O)(=O)Cc1ccccc1	0.2	-26	-2	3	17	3	1	-1	12	-1
50	O=C(O)c1cc(S(=O)(=O)N2CCN(c3ccccn3)CC2)ccc1Cl	0.1	3	3	-1	0	-4	0	-1	18	-4
51	COc1ccc(-c2[nH]ncc2/C=C(/C#N)C(=O)NC2CCCCCC2)cc1	0.2	23	-3	0	21	18	30	-5	42	4
52	CC(=O)NC(Cc1c[nH]c2ccccc12)C(=O)NCCc1ccccc1 (stereo unspecified)	1.2	9	-2	-1	-12	0	-11	0	17	0
53	CCOc1ccc(S(=O)(=O)N2CCOCC2)cc1NC(=O)CSCC(=O)Nc1ccc(C)cc1	0.3	16	1	-1	-16	2	-3	-5	4	-1
54	Cn1c2c(c(=O)n(C)c1=O)CN(CCN1CCNCC1)CN2	1.3	20	3	1	3	4	-11	-1	19	-4
55	COc1ccc(N2CCN(S(=O)(=O)CCNC(=O)C3CC(=O)N(c4ccccc4)C3)CC2)cc1 (stereo unspecified)	-0.1	-8	-3	-1	9	-3	6	-1	6	-1

Outcome played no part in choosing rows. About 4.7% of those tested had a hit in this group.
